sPLA2-III inh: Blocks human group III sPLA2 activity; hit rate 0.56% among 370,000; QFRET BODIPY PC-A2 liposome hydrolysis, fluorescence; Q9NZ20; inhibition, % at 12.2 µM;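 active = inhibition above mean plus 3 SD of compounds lying within the high and low control bounds, cut at about 19% in these data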;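 also: 0% = median of test compound wells and 100% = no enzyme DMSO wells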
ssDAF12 agonist: S. stercoralis DAF-12 activation, primary screen. HEK293 ssDAF-12/GRIP1 lit1-tk-luc reporter, luminescence; % of 3 µM dafachronic acid response. activation, % at 6.8 µM. hit rate 1% among 370,000;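 active = activation above the mean over all tested compounds plus 3 SD, cut at about 0.9% in these data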;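 also: 0% = DMSO-only wells and 100% = 3 µM delta7-dafachronic acid wells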
PLC-beta3 inh: PLC-beta3 (human) inhibition, primary screen. Purified PLC-beta3, fluorogenic substrate, fluorescence. inhibition, % at 12.2 µM. hit rate 0.18% among 370,000. AID 720704; in the data active = inhibition above about 11%;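 also: 0% = median of compound wells on plate and 100% = full blocker control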
DAX1 inh-1: inhibits human nuclear receptor DAX1 | P51843 | HEK293 Gal4-DAX1 luciferase reporter, luminescence | inhibition, % at 6.75 µM | hit rate 0.99% among 340,000 | AID 504766;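 active = inhibition above the mean over all tested compounds plus 3 SD, cut at about 4.2% in these data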;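 also: 0% = DAX1-transfected cells with DMSO and 100% = empty-vector control cells with DMSO; inhibition shows as a rise in luminescence from relieved DAX1 repression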
Target sequence (P51843 207-470 limits assumed): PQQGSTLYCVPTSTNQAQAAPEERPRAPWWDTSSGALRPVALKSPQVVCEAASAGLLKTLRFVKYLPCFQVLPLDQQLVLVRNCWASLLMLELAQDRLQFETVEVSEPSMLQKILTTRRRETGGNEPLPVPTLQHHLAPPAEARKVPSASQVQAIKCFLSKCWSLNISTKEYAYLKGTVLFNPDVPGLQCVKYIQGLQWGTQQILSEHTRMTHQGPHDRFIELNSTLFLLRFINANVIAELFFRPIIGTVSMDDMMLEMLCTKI
NR1D1 modulator: modulators of human Rev-erb alpha DNA binding; activity, % at 10 µM; Rev-erbα–FITC-DNA binding, fluorescence polarization, 90 min; hit rate 0.79% among 370,000; AID 1259318;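 active = activity above about 14%, limit read from the data; passing the limit was not always enough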;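 also: 0% = DMSO wells with 35 nM protein and 100% = DMSO wells with 750 nM protein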
Target sequence (P20393 whole entry, looked up): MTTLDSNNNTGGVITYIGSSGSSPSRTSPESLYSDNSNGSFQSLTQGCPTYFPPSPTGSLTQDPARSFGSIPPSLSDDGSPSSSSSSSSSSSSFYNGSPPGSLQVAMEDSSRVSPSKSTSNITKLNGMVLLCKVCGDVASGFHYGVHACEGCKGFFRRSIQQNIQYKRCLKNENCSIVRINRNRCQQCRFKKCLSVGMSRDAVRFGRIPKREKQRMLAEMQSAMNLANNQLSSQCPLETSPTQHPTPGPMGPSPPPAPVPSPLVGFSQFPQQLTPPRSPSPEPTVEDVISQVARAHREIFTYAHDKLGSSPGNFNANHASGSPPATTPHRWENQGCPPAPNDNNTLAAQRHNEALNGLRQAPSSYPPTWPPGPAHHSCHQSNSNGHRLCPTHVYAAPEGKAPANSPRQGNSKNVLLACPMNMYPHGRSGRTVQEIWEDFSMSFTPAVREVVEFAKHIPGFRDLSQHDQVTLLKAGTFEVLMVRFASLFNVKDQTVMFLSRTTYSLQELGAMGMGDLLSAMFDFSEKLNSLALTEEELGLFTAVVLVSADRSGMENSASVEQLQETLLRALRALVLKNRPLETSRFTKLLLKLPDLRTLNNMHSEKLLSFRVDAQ
PG9 Ab binder: binds the HIV-1 gp120 antibody PG9; hit rate 0.43% among 360,000; TR-FRET gp120-PG9 antibody binding; inhibition, % at 6.7 µM; in the data active = inhibition above about 8.5%
FXN GAA850 act: increases GAA850 frataxin promoter reporter activity; HEK293 lucGAA850 FXN promoter luciferase reporter, 24 h; percent of 10 µM SAHA response; hit rate 0.56% among 360,000; activation, % at 6 µM; AID 540364;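 active = activation above the average of all compounds screened plus 3 SD, cutoff fixed separately per campaign, cut at about 7.5% in these data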;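 also: 0% = DMSO wells and 100% = 10 µM SAHA wells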
SMARCA2 activ: increases SMARCA2 function in MMTV reporter cells; MG213 cells, MMTV-luciferase reporter, dexamethasone, overnight; activation, % at 9.1 µM; hit rate 1% among 370,000; in the data active = activation above about 7.8%;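 also: 0% = vehicle wells and 100% = reference activator wells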
DAX1 inh-2: inhibitors of DAX1 repression of SF-1 activated StAR promoter. HEK293T StAR-luciferase reporter, SF-1/DAX-1 repression relief. inhibition, % at 6.8 µM. hit rate 1.1% among 370,000. AID 652010;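 active = inhibition above the mean over all tested compounds plus 3 SD, cut at about 3.6% in these data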;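 also: 0% = DAX-1 cells with DMSO and 100% = cells lacking DAX-1 with DMSO; higher inhibition means more luminescence from relief of DAX-1 repression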
hcDAF-12 act: activators of H. contortus DAF-12 nuclear receptor; activation, % at 6.8 µM; HEK293 hcDAF-12 lit1-tk-luc reporter, luminescence; 0% DMSO, 100% Δ7-dafachronic acid; hit rate 1.4% among 370,000; AID 652067;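 active = activation above the mean of all tested compounds plus 3 SD, cut at about 5.5% in these data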;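 also: 100% = response to 3 µM Δ7-dafachronic acid high control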
hgDAF-12 ag: agonists of H. glycines DAF-12 nuclear receptor; hit rate 1.8% among 370,000; AID 687014; HEK293 GAL4-hgDAF12 UAS-luciferase reporter, agonist luminescence; normalized to butyrate control; activation, % at 6.8 µM;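 active = activation above a cutoff set at the mean of all screened compounds plus 3 SD, cut at about 10% in these data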;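 also: 0% = DMSO wells and 100% = sodium butyrate wells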
The depositor's hits bear a star; i = inactive; nt = not tested or not shown. Outcome played no part in choosing rows; overall some 7% were active at least once.

SMILES	sPLA2-III inh	ssDAF12 agonist	PLC-beta3 inh	DAX1 inh-1	NR1D1 modulator	PG9 Ab binder	FXN GAA850 act	SMARCA2 activ	DAX1 inh-2	hcDAF-12 act	hgDAF-12 ag
CC(C)c1nnc(SCC(=O)NC2CCCCC2)n1C	3	-0.9	-3	0.5	2	-0.2	0.9	0	0.7	-0.8	1.5
Cn1cnc([N+](=O)[O-])c1Oc1ccc2ccccc2c1	-4	-2.1	3	-3.1	-7	-1.7	-6.2	0	-2.7	-3.2	-6.0
Cc1nc2c(Cl)cccc2c2c1CC(CBr)O2 (centres undefined)	-4	-1.8	3	-0.9	-3	-1.0	1.2	-2	-0.2	-2.1	-1.2
COc1cc(C(=O)OCCNC(=O)c2ccccc2)cc(OC)c1OC	18	-1.2	0	-1.6	-1	0.3	0.2	-3	-0.2	-1.6	-1.7
CSCCC(NC(=O)COc1ccccc1)C(=O)N(C)Cc1ccc(SC)cc1 (centres undefined)	8	-1.0	2	0.9	10	-0.1	1.4	-1	-1.9	1.7	-1.4
CN1CC(C(=O)Nc2ccc(F)c(Cl)c2)CC1=O (centres undefined)	4	-1.6	1	2.3	2	-0.9	-0.4	1	0.5	-0.4	-2.9
CS(=O)(=O)Nc1ccc(C(=O)N2CC(=O)Nc3ccccc32)cc1	4	-0.3	0	1.8	3	-1.6	0.9	0	0.4	2.1	0.0
COc1ccc(-n2c(=S)[nH]c(=O)c3cccnc32)cc1	-2	-1.4	-5	7.2*	-2	-3.0	1.8	-1	-0.2	0.5	-0.4
Cc1ccc2nc(SCC(=O)NCCc3ccccc3)nc(=O)n2c1	-2	-0.3	-16	-0.2	0	1.5	2.3	0	1.3	1.8	0.5
Cc1ccc(C(=O)N/C(=C/c2cccnc2)C(=O)N2CCCCCC2)cc1	-9	-0.2	-9	0.4	0	-1.1	1.2	-2	-1.7	-1.1	4.3
Cc1ccc(/C=N/NC(=O)c2ccco2)s1	0	0.3	1	3.2	-3	-2.7	4.5	6	1.0	0.8	10
CCC(=O)Nc1nc(C)c(Oc2ccccc2)c(=O)[nH]1	8	-1.4	0	-0.8	-3	0.2	-2.0	0	0.1	1.4	-0.6
COc1ccc(CN2CCCCC2C(=O)Nc2ccc(OC)c(OCC(C)C)c2)cc1OC (centres undefined)	-2	-1.7	3	0.6	-6	-1.4	1.2	4	-0.2	-2.6	-1.5
NS(=O)(=O)c1ccc(NC(=O)N2c3ccccc3Sc3ccccc32)cc1	9	-1.6	-7	1.4	-6	-1.5	-0.2	2	0.0	-1.4	-1.5
O=C(NCCn1cc(SCc2ccc(F)cc2)c2ccccc21)c1c(F)cccc1F	-12	-1.5	-2	-0.9	10	-1.4	-0.8	-6	-1.6	-2.5	-0.7
O=C(/C=C/c1cccs1)Nc1nc(-c2ccccc2)cs1	-9	-0.5	-78	-1.2	-4	-2.3	4.5	1	-0.3	-2.4	4.5
COc1ccc2c(c1)CC1c3c(cc4c(c3-2)OCO4)CC[N+]1(C)[O-] (centres undefined)	-2	-1.3	-28	0.6	-6	-1.5	1.0	2	-0.5	-1.4	0.3
COc1ccc(C(=O)NCc2csc(C)n2)cc1OC1CCN(C(C)=O)CC1	8	-1.6	-5	0.4	-5	-0.3	2.3	-1	0.0	-1.1	2.8
O=C(CCSc1ccc(Cl)cc1)NCc1ccncc1	4	-0.9	-6	-0.2	-7	-2.1	-0.7	-4	0.7	-1.5	-0.7
CCn1c(COc2cccc3cccnc23)nnc1SC(F)F	8	-1.6	-38	-0.2	-1	-5.1	0.6	-4	0.3	-0.4	2.2
Oc1ccccc1-c1cc(-c2ccccc2Cl)[nH]n1	-38	4.0*	-1	1.1	1	0.0	4.5	3	8.6*	19*	25*
CC(C)[C@H](NC(=O)[C@@H]1CSC2c3ccccc3C(=O)N21)C(=O)NCc1ccco1 (some centres undefined)	-3	-1.3	-8	-0.2	-1	-1.8	0.3	0	-0.4	-1.1	-1.0
CCN(CC)c1nc(-c2nn[nH]n2)nc(N(CC)CC)n1	-8	-1.2	2	0.3	-5	-2.2	-1.6	3	0.6	0.8	-0.5
CCSc1ncnc2sc(C)c(C)c12	15	-1.6	-2	-0.7	-1	3.3	3.1	-2	0.3	-2.1	3.8
CC(C)C12CN3CCN(CC(C3)/C1=N\NC(=O)Nc1ccccc1)C2	2	-1.8	2	-0.3	0	-2.9	-0.7	4	-0.7	1.1	0.4
CCNS(=O)(=O)c1ccc(CCC(=O)Nc2ccccc2C(=O)OC)cc1	-6	-2.1	-2	-1.0	-4	-0.8	-0.3	0	-0.4	0.1	1.9
CC(=O)c1ccc(NC(=O)C(NC(=O)c2ccccc2)=C(C)C)cc1	-5	-0.6	0	0.9	3	-1.0	0.2	0	0.2	-1.0	1.1
O=C(c1nc2ccccn2c1CNCCOc1cccnc1)N1CCOCC1	-1	-1.3	-2	1.0	2	0.5	0.7	0	-0.4	-0.7	-4.2
CCOc1ccccc1-n1c(SCC(=O)N2CCCc3ccccc32)nnc1-c1cccnc1	11	-1.9	0	1.5	4	0.0	1.4	1	-0.5	-2.3	-3.1
Cc1ccc(/C=C2\SC(=O)N(CCNC(=O)C3CSC4(C)CCC(=O)N34)C2=O)cc1 (centres undefined)	-7	-0.8	-1	-0.8	3	-0.8	0.8	1	0.3	-0.3	-1.3
CCOC(=O)Nc1ccc2c(c1)nc(CN1CCN(C(C)=O)CC1)n2C	4	-1.8	-20	1.5	7	-0.6	-0.2	-2	0.0	0.2	2.6
N#Cc1cncc(C#Cc2ccccc2)c1	3	-0.5	-4	1.4	-4	-1.2	2.5	-1	-0.4	-2.2	0.5
CCCOc1ccc(C(=O)N2CCCc3ccccc32)cc1	5	-0.7	-2	0.5	-2	-1.5	2.0	-1	-0.1	1.4	2.3
CCOC(=O)C/C(C)=N/NC(=O)Nc1ccccc1	8	-1.1	-2	1.7	-3	-0.3	3.7	1	-0.1	0.4	5.5
Cc1ccc(-c2nn(CCC(=O)Nc3cccnc3)c(=O)c3ccccc23)cc1	7	-2.1	2	nt	0	-0.4	-1.4	-6	-0.6	-1.9	-4.1
COc1cccc(NC(=O)C(C)SCc2ccccc2)c1 (centres undefined)	1	-1.8	-8	-0.2	-2	0.4	0.1	-3	0.4	0.3	1.9
CC(C)NC(=O)N(C)C[C@H]1Oc2c(NC(=O)Nc3ccc(C(F)(F)F)cc3)cccc2C(=O)N([C@H](C)CO)C[C@@H]1C	-16	-1.5	2	3.1	8	-1.6	-0.1	-1	-0.4	0.1	-0.3
Cc1c(OCC(=O)N2CCC(C(=O)O)CC2)ccc2c3c(c(=O)oc12)CCCC3	-2	-1.3	-34	1.7	-1	1.3	1.0	0	0.0	-0.5	-0.1
CC(CCc1ccccc1)NC(=O)[C@@H]1Cc2ccccc2CN1 (some centres undefined)	2	-0.7	-3	-1.3	-5	-1.1	0.8	0	0.0	0.6	3.1
CC1(c2ccc([N+](=O)[O-])cc2)NC(=O)N(CC(=O)Nc2cccnc2Cl)C1=O (centres undefined)	6	-0.8	3	-0.1	-6	-0.1	-0.2	-2	1.2	-1.0	0.2

Some of the entries above, reformatted:
| compound | sPLA2-III inh | ssDAF12 agonist | PLC-beta3 inh | DAX1 inh-1 | NR1D1 modulator | PG9 Ab binder | FXN GAA850 act | SMARCA2 activ | DAX1 inh-2 | hcDAF-12 act | hgDAF-12 ag |
| --- | --- | --- | --- | --- | --- | --- | --- | --- | --- | --- | --- |
| Cc1c(OCC(=O)N2CCC(C(=O)O)CC2)ccc2c3c(c(=O)oc12)CCCC3 | -2 | -1.3 | -34 | 1.7 | -1 | 1.3 | 1.0 | 0 | 0.0 | -0.5 | -0.1 |
| CC(CCc1ccccc1)NC(=O)[C@@H]1Cc2ccccc2CN1 (some centres undefined) | 2 | -0.7 | -3 | -1.3 | -5 | -1.1 | 0.8 | 0 | 0.0 | 0.6 | 3.1 |
| CC1(c2ccc([N+](=O)[O-])cc2)NC(=O)N(CC(=O)Nc2cccnc2Cl)C1=O (centres undefined) | 6 | -0.8 | 3 | -0.1 | -6 | -0.1 | -0.2 | -2 | 1.2 | -1.0 | 0.2 |

Going on with the list:
SMILES	sPLA2-III inh	ssDAF12 agonist	PLC-beta3 inh	DAX1 inh-1	NR1D1 modulator	PG9 Ab binder	FXN GAA850 act	SMARCA2 activ	DAX1 inh-2	hcDAF-12 act	hgDAF-12 ag
Cc1cc(OC(C)C(=O)NNC(=O)Nc2ccc(F)cc2F)cc(C)c1Cl (centres undefined)	-32	-0.3	-7	0.1	0	-3.0	1.8	3	-0.3	-0.4	-0.6
COC(=O)C1CN(C(=O)COc2ccc(Cl)cc2Cl)c2ccccc2O1 (centres undefined)	6	-0.4	0	2.4	-7	-1.0	1.4	2	0.5	1.0	-0.1
CC(=O)Nc1ccccc1N(C)S(=O)(=O)c1ccc(C)cc1	9	-1.5	2	0.2	6	0.5	-4.0	-1	-1.3	-0.3	-3.0
Cc1ccc(Cl)cc1NC(=O)CCN1C(=O)C2C3CCC(C3)C2C1=O (centres undefined)	0	-1.0	1	0.8	2	-1.4	-0.6	1	-0.1	-0.2	-1.4
COc1ccc(OC)c(/C=N/NC(=O)C(=O)N2CCCC2)c1	0	-2.5	-27	-1.1	0	-0.3	-0.8	-1	-1.8	0.0	-0.2
O=C(COC(=O)/C=C/c1ccccc1[N+](=O)[O-])NC1CCS(=O)(=O)C1 (centres undefined)	2	-0.6	-10	0.2	0	0.8	1.7	-2	-0.5	1.9	-2.8
CCn1c(SC)nc2cc(S(=O)(=O)N3CCCCC3)ccc21	5	-1.2	-3	0.5	-3	-1.2	1.2	2	0.0	-0.2	1.4
Cc1cccc(NC(=O)CNC(=O)Cc2ccc3c(c2)OCCO3)c1C	1	-1.4	-19	-0.2	1	-2.1	0.1	3	0.7	-0.8	0.1
CN(C(=O)C1CCN(S(=O)(=O)c2cccc3nonc23)CC1)C1CCCCC1	1	-1.1	-3	0.1	3	-3.5	1.1	5	1.0	1.0	1.8
O=C(O)c1cc(-c2ccccc2)c(N2CCOCC2)s1	0	-0.8	1	0.1	0	-2.6	-0.9	-3	-0.4	-0.8	-1.5
OC1(C#Cc2c(-c3ccsc3)oc3ccc(N4CCOCC4)cc23)CCCCC1	-12	-0.5	i	-0.1	-1	1.4	1.4	-1	-0.3	0.9	1.1
C[C@H](CO)N1C[C@H](C)[C@@H](CN(C)C(=O)Nc2ccc3c(c2)OCO3)Oc2c(NC(=O)Nc3ccc4c(c3)OCO4)cccc2C1=O	-9	-1.8	-9	-2.4	5	-0.6	-6.6	1	-1.1	-1.3	-5.1
CSc1cccc(NC(=O)CN2C(=O)COc3ccc(S(=O)(=O)N4CCOCC4)cc32)c1	-2	-1.1	-4	0.8	-2	0.0	0.0	2	0.0	-2.8	0.5
CCN(C(=O)CSc1nnc(NCCOC)s1)c1c(N)n(Cc2ccccc2)c(=O)[nH]c1=O	11	-1.6	-8	0.1	2	-1.4	1.8	-4	0.3	1.6	2.8
O=[N+]([O-])c1ccccc1CNCCO	4	-0.7	-5	0.8	-2	-2.6	-1.1	-2	0.1	-0.5	-1.7
CC(=O)Nc1c2c(nn1-c1ccccc1)CSC2	-1	-0.8	-5	0.6	-1	0.3	1.6	0	0.3	4.0	-2.6
O=C(CNc1ccc(Br)cc1)NNC1=NCCC1	13	-0.5	-2	0.5	4	0.7	0.1	-1	0.2	-1.0	-1.4

Source: PubChem
